Screens from PubChem.
TRPC4 inh = inhibitors of mouse TRPC4 channel, primary screen, Fluo4 calcium, HEK293 TRPC4beta/mu-opioid cells | Short transient receptor potential channel 4 (Mus musculus), Q9QUQ5 | 0.39% of 300,000 active | B-score at 10 µM | DAMGO-evoked Fluo4 calcium flux; stronger effect = lower value;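 active = B-score over 3 SD under the library average, no early fluorescence shift, positive overall ratio signal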
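Signal: kinetic Fluo4 fluorescence imaging of calcium influx. Material: stable TRPC4beta/mu-opioid receptor HEK293 cells. Probe or stimulus: DAMGO in two steps, submaximal then maximal.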
TRPC4 agonist = activators of mouse TRPC4 channel, primary screen, Fluo4 calcium, HEK293 TRPC4beta/mu-opioid cells; 0.49% of 310,000 active; AID 2237, 2010; B-score at 10 µM; Fluo4 calcium fluorescence; stronger effect = higher value; Short transient receptor potential channel 4 (Mus musculus), Q9QUQ5;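 active = B-score above 5 SD of library B-scores, and initial fluorescence ratio not above library mean plus 5 SD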;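 also: positive B-score marks a calcium rise read as TRPC4 activation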
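Material: HEK293 stable line with TRPC4beta plus mu-opioid receptor; technique: Fluo4 calcium-sensitive dye fluorescence, kinetic, 1 Hz baseline; timing: Fluo4 dye loading 45 min at room temperature, 110 s recording; controls: assay buffer as low control, maximal DAMGO as high control; read-out: integrated baseline-normalised fluorescence ratio, converted to per-well B score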
IEC-6 cytotox = cytotoxicity in IEC-6 intestinal epithelial cells, primary screen, cytotoxicity control for KLF5 inhibitor project, cell-based, luminescence; inhibition, % at 5 µM; IEC-6 cytotoxicity, luminescence viability; 0.78% of 290,000 active; in the data active = inhibition above about 22%;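 also: 0% = plate median of test compound wells and 100% = cytotoxic reference compound wells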
TRPC6 act = mouse TRPC6 channel activators, primary screen, cell-based, HEK293, membrane potential dye | Short transient receptor potential channel 6 (Mus musculus), Q61143 | HEK293-TRPC6 membrane potential dye fluorescence; stronger effect = higher value | B-score at 10 µM | 0.13% of 310,000 active;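 active = B-score of the integrated fluorescence ratio above library mean plus 3 SD, and starting fluorescence ratio within library mean plus 5 SD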;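 also: higher score means more depolarization so channel activation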
HIF activator = HIF pathway transcriptional activators, primary screen, cell-based, U2OS HRE-luciferase, luminescence; U2OS HRE-luciferase reporter; normalized: DMSO 0%, desferrioxamine 100%; activation, % at 7.5 µM (by protocol); AID 1910, 2009; 0.32% of 300,000 active;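 active = mean activation of at least 10% of the iron chelator positive control signal, with at least half of replicates also reaching 10%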
TRPC6 inh = mouse TRPC6 channel inhibitors, primary screen, cell-based, HEK293, membrane potential dye. Short transient receptor potential channel 6 (Mus musculus), Q61143. ACh-evoked depolarization; stronger effect = lower value. B-score at 10 µM. 1.1% of 310,000 active. AID 2553, 2010;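 active = B-score under library mean minus 3 SD, initial fluorescence not abnormally high, positive integrated signal ratio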;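 also: B-score derived from integrated fluorescence ratio over the kinetic read; more negative B-score means stronger inhibition of depolarization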
TRPC4 potent = positive allosteric modulators of TRPC4, primary screen, cell-based, mouse TRPC4beta, HEK293 mu-opioid, Fluo-4 calcium. B-score at 10 µM. Short transient receptor potential channel 4 (Mus musculus), Q9QUQ5. DAMGO EC20, Fluo-4 Ca2+ flux; stronger effect = higher value. 0.42% of 310,000 active. AID 2227, 2009;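 active = B-score of calcium response area above 5 SD of library B-scores, with initial fluorescence ratio within 5 SD of library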;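 also: B-score of integrated fluorescence ratio over time as area under calcium response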
KLF5 inh = KLF5 expression inhibitors, primary screen, DLD-1 cells, luminescence. inhibition, % at 5 µM. DLD-1 KLF5 promoter-luciferase reporter. 0.23% of 290,000 active. AID 1700, 2009;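 active = inhibition above a per-plate limit of that plate's mean compound inhibition plus 3 SD, cut at about 60% in these data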;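 also: 0% = DMSO wells and 100% = LY294002 at 200 µM; higher means less KLF5 promoter-driven luciferase light; inactives centre near -14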
MrgX1 antagonist = antagonists of human MrgX1 receptor, primary screen, HEK293 cells, Fluo-4 calcium flux; BAM8-22 antagonism; stronger effect = lower value; B-score at 10 µM; 1.3% of 310,000 active; AID 588676, 2011;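 active = calcium-response B-score plate-corrected more than 3 library SD below zero, starting fluorescence within 5 deviations, no agonist response on first addition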;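 also: peak minus trough fluorescence over baseline after final BAM8-22 challenge near maximal dose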
Target sequence (Q96LB2 whole entry, looked up): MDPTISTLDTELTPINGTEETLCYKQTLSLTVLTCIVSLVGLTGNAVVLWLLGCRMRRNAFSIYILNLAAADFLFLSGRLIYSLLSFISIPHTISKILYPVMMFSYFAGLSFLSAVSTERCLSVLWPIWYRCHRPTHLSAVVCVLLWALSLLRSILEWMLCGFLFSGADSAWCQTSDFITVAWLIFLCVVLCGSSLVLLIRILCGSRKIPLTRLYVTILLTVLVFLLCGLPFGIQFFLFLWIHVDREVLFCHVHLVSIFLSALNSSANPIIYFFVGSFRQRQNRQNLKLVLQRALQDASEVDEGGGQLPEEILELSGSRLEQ
SKKanGAS inh = S. pyogenes SKKanGAS growth inhibitors in kanamycin, primary screen, streptokinase expression inhibitor project, SKKanGAS strain, BacTiter-Glo luminescence; inhibition, % at 7.5 µM; 6 h; 1.3% of 300,000 active; AID 1662, 2009;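 active = mean replicate score, as percent of positive control median, at least 50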;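 also: strain carries kanamycin resistance gene driven by streptokinase promoter and grows in 40 µg/ml kanamycin; loss of luminescence reflects streptokinase promoter inhibition or plain growth inhibition; 0% = median of DMSO wells and 100% = positive control at its reference dose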
aSyn UTR inh = MLPCN primary screen, SNCA 5' untranslated region | inhibition, % (tested at 7.5 µM) | alpha-synuclein 5'UTR reporter, inhibitor activity | AID 1813, 2009 | 0.82% of 300,000 active; in the data active = inhibition above about 60%;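 also: H4 neuroglioblastoma cells stably carrying SNCA 5'UTR luciferase fusion; 0% = DMSO wells and 100% = positive control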
The depositor's hits bear a star; i = inactive; nt = no result given.

SMILES	TRPC4 inh	TRPC4 agonist	IEC-6 cytotox	TRPC6 act	HIF activator	TRPC6 inh	TRPC4 potent	KLF5 inh	MrgX1 antagonist	SKKanGAS inh	aSyn UTR inh
CC(C)CN(C(=O)c1cccc(F)c1)c1c(N)n(CC(C)C)c(=O)[nH]c1=O	i	i	-2	i	0.2	i	i	-23	i	0	-16
CCc1ccc(NC(=O)c2cccc(NC3=NC4CS(=O)(=O)CC4S3)c2)cc1 (stereo unspecified)	i	i	-3	i	0.2	i	i	-39	i	-3	-10
COc1ccc(S(=O)(=O)N2CCOCC2)cc1NC(=O)Cc1sc(C)nc1-c1ccc(F)cc1	i	i	nt	i	-0.5	i	i	nt	i	28	8
O=C(N/N=C/c1ccccn1)c1cccs1	i	i	3	i	7.4	i	i	-74	i	-1	-10
COc1ccc(NC(=O)C2CC3CCC2C3)c(OC)c1 (stereo unspecified)	i	i	nt	i	-0.8	i	i	nt	i	-2	11
O=C(O)Cc1c[nH]c2ccccc12	i	i	nt	i	0.1	i	i	nt	i	1	31
CCOc1ccc(OCc2ccc(C(=O)Nc3cccnc3)o2)cc1	i	i	2	i	2.4	i	i	-102	i	1	-81
Cc1c(C(=O)N2CCCCC2)c(S(=O)(=O)N2c3ccccc3CC2C)c(C)n1C (stereo unspecified)	i	i	4	i	-0.6	i	i	6	i	-7	15
O=C1C2C3CCC(C3)C2C(=O)N1c1ccc(OS(=O)(=O)c2ccccc2)cc1 (stereo unspecified)	i	i	0	i	4.1	i	i	-157	i	4	-178
CCOC(=O)C1CCN(C(=O)c2cc3ccccc3oc2=O)CC1	i	i	0	i	0.4	i	i	-33	i	17	-17
Nc1nnc(-c2ccc(Cl)cc2)o1	i	i	-7	i	0.1	i	i	-1	i	-7	-2
COc1ccc(/C=[N+](\[O-])C2N(c3ccccc3)C(=S)SC2(C)C)cc1OC (stereo unspecified)	i	i	4	i	2.5	i	i	14	i	4	8
CC(C)(C)C(=O)CSc1nc2c(c(-c3cccs3)c1C#N)CCC2	i	i	-2	i	-0.4	i	i	-15	i	13	29
O=C(Cc1ccc(F)cc1)N(c1ccccc1)C1C=CS(=O)(=O)C1 (stereo unspecified)	i	i	-1	i	0.5	i	i	-10	i	5	4
Cc1ccc(-n2nc3c(N4CCC(C(=O)NCCc5ccccc5C)CC4)nnc(C)c3c2C)cc1	i	i	23*	i	-0.8	i	i	-2	i	0	72*
O=C(C1CCC(=O)N1Cc1cccs1)N1CCOCC1 (stereo unspecified)	i	i	-4	i	-0.1	i	i	-16	i	5	0
CC(C)(C)S(=O)(=O)c1cnc(N2CCCCC2)nc1N	i	i	14	i	1.1	i	i	-30	i	0	-26
COc1cc(OC)c(NC(=S)Nc2cc(Cl)cc(Cl)c2)cc1Cl	i	i	4	i	0.0	i	i	-19	-4.7*	3	-20
Cc1ccc(/C=C2/SC(=S)N(CCC(=O)NCCCN3CCOCC3)C2=O)cc1	i	i	4	i	0.8	i	i	-30	i	29	13
C=CCNC(=S)N1CCC(C(=O)c2ccc3c(c2)OCCO3)CC1	i	i	1	i	0.7	i	i	8	i	-16	-12
O=C(/C=C/c1ccc(-c2ccccc2)cc1)NCc1cccnc1	i	i	0	i	-15	i	i	-76	i	-5	-22
O=C(NNC(=O)c1ccc[nH]1)c1cccc(C(F)(F)F)c1	i	i	-1	i	0.0	i	i	-35	i	-2	0
O=C(CSc1nnc(CNC(=O)c2c(F)cccc2Cl)o1)NCc1ccccc1	i	i	-1	i	-1.3	i	i	-17	i	-3	-7
Cc1cccc(N2CC(O)=C(c3nc4ccccc4n3C)C2=N)c1	i	i	0	i	0.7	i	i	-17	i	-8	-5
O=C(Nc1ccc(Br)cn1)c1cccc2ccccc12	i	i	nt	i	2.6	i	i	nt	i	-6	57
SMILES	TRPC4 inh	TRPC4 agonist	IEC-6 cytotox	TRPC6 act	HIF activator	TRPC6 inh	TRPC4 potent	KLF5 inh	MrgX1 antagonist	SKKanGAS inh	aSyn UTR inh
Cn1c(=O)oc2cc(S(=O)(=O)N3CCCC(C(=O)Nc4nccs4)C3)ccc21 (stereo unspecified)	i	i	1	i	0.0	i	i	-1	i	1	11
O=[N+]([O-])c1ccc(/C=N/N2CCCCC2)cc1	i	i	6	i	3.9	i	i	-151	i	3	-128
CCOC(=O)c1cccnc1SCC(=O)Nc1ccc(C)cc1	i	i	1	i	1.1	i	i	-73	i	1	-64
Cc1ccc(N(CC(=O)N2CCCCCC2)S(=O)(=O)c2ccccc2)cc1	i	i	-3	i	-0.2	i	i	24	i	-1	-5
Cc1ccc(S(=O)(=O)N(c2cccc(C)c2)C2CCS(=O)(=O)C2)cc1 (stereo unspecified)	i	i	5	i	-0.3	i	i	-19	i	-9	17
Cc1ccccc1C(=O)NC(=S)Nc1ccccc1N1CCCC1	i	i	9	i	-0.1	i	i	8	i	10	-16
CCOC(=O)N1CCN(C(=O)c2ccc3c(=O)n(CCc4ccc(OC)c(OC)c4)c(=O)[nH]c3c2)CC1	i	i	0	i	-0.4	i	i	-23	i	8	9
O=C1c2ccccc2CN1CCNC(=S)NC1CCCCC1	i	i	6	i	1.4	i	i	-50	i	-1	-16
C=CCc1ccc(OCc2ccc(C(=O)Nc3ccc(NC(C)=O)cc3)o2)c(OC)c1	i	i	-1	i	5.4	i	i	-81	i	6	-74
COc1ccc(S(=O)(=O)N2CCCN(CC(=O)Nc3ccc(NC(C)=O)cc3)CC2)cc1	i	i	2	i	0.3	i	i	-11	i	2	-19
O=C(CN1CCOCC1)Nc1cccc([N+](=O)[O-])c1	i	i	nt	i	0.5	i	i	nt	i	-3	2
CCOC(=O)Nc1sc(C)c(C)c1C(=O)OCC	i	i	7	i	1.3	i	i	-4	i	0	1
CC(C)C(=O)Nc1ccc2c(c1)nc(CCN1CCN(c3ccccc3)CC1)n2C	i	i	-3	i	0.0	i	i	-36	i	-6	-18
Cc1ccc2c(c1)N(CC(=O)NC1CCCC1)C(=O)c1cccnc1O2	i	i	-11	i	0.3	i	i	-29	i	11	3
COc1cc(C(=O)OCC(=O)c2c[nH]c3ccccc23)ccc1OCC(=O)N1CCOCC1	i	i	-3	i	0.3	i	i	-27	i	15	2
COc1ccc2c(=O)c(-c3ccc(OC)c(OC)c3)coc2c1	i	i	0	i	3.0	i	i	-132	i	1	-97
Cc1ccccc1C(=O)NC1CCN(CC(=O)Nc2ccc3c(c2)OCCO3)CC1	i	i	8	i	-0.9	i	i	-19	i	8	14
CCCCc1nc2ccccc2n1Cc1nnc2n1-c1ccccc1SC2	i	i	6	i	0.2	i	i	-14	i	2	7
O=C(COC(=O)c1sc2ccccc2c1Cl)NC1CCCCC1	i	i	0	i	0.1	i	i	0	i	-1	-32
CCN(CC)S(=O)(=O)c1ccc(OCC(=O)NCc2ccco2)cc1	i	i	2	i	-0.7	i	i	-6	i	-6	2
COc1ccc(-c2nc(C)ncc2-c2ccc(Cl)cc2)c(O)c1	i	i	-4	i	1.2	i	i	-18	i	-1	-3
O=C1CC(=Nc2ccccc2)NN1c1ccccc1	i	i	1	i	0.5	i	i	-43	i	18	-9
CC(=O)O[C@H]1CSC[C@H]1NC(=O)c1ccccc1	i	i	-3	i	-1.1	i	i	-9	i	4	8
NNC(=O)CNC(=O)CNS(=O)(=O)c1ccccc1	i	i	-9	i	-0.7	i	i	-27	i	2	-7
Cc1ccc2[nH]c3c(NCc4ccco4)ncnc3c2c1	i	i	9	i	1.6	i	i	-120	i	2	-203
SMILES	TRPC4 inh	TRPC4 agonist	IEC-6 cytotox	TRPC6 act	HIF activator	TRPC6 inh	TRPC4 potent	KLF5 inh	MrgX1 antagonist	SKKanGAS inh	aSyn UTR inh
CN(Cc1ccccc1)C1CC(=O)N(c2ccc(C(=O)O)cc2)C1=O (stereo unspecified)	i	i	-8	i	0.0	i	i	-5	i	-13	-7
Cc1ccccc1C(=O)N1CCN(c2ccc(NC(=O)c3ccccc3[N+](=O)[O-])cc2)CC1	i	i	8	i	0.2	i	i	-36	i	-31	6
CC(NC(=O)COC(=O)c1cc([N+](=O)[O-])ccc1N1CCOCC1)c1ccc(F)cc1 (stereo unspecified)	i	i	nt	i	0.0	i	i	nt	i	5	-5
Cc1ccc(C)c(S(=O)(=O)c2c(C)cc(C)[nH]c2=O)c1	i	i	4	i	0.4	i	i	-9	i	1	5
Cc1ccnc(Sc2ccc([N+](=O)[O-])cc2[N+](=O)[O-])n1	i	i	2	i	0.4	i	i	-16	i	-1	-11
O=C(NC1CCS(=O)(=O)C1)/C(=C/c1ccco1)NC(=O)c1ccccc1 (stereo unspecified)	i	i	-3	i	-0.3	i	i	3	i	0	20
CCN(CCO)c1ncnc2c1sc1nc(C(C)C)c3c(c12)CC(C)(C)OC3	i	i	-2	i	-0.1	i	i	-24	i	6	31
CSC1=NC2(C[C@H]2c2ccccc2)C(=O)N1C (stereo partly specified)	i	i	nt	i	-0.6	i	i	nt	i	-7	11
COc1cccc(CN(C)C(=O)[C@@H](NC(=O)c2ccc(C)cc2)C(C)C)c1	i	i	2	i	0.6	i	i	-4	i	4	4
O=C(c1ccc2c(=O)n(CCc3ccccc3)c(=O)[nH]c2c1)N1CCN(c2ccccc2)CC1	i	i	4	i	-0.1	i	i	10	i	20	-14
COCCN(C(=O)CSc1ncccn1)c1c(N)n(Cc2ccccc2)c(=O)[nH]c1=O	i	i	nt	i	-25	i	i	nt	i	-1	-14
OCC1CCCCN1CCNCc1cn[nH]c1-c1cccc2ccccc12 (stereo unspecified)	i	i	-8	i	-0.1	i	i	8	i	16	-23
O=C(NCC1CCCO1)c1cccc(Oc2c(Cl)cccc2[N+](=O)[O-])c1 (stereo unspecified)	i	i	-2	i	-0.3	i	i	-17	i	-1	-36
COc1ccc(C(=O)C2CCCN(C(=O)c3ccc4nccnc4c3)C2)c(C)c1 (stereo unspecified)	i	i	-4	i	0.8	i	i	-34	i	1	10
